H9c2 TAG inh: reduces triacylglycerol accumulation in H9c2 cells. Nile Red lipid (TAG) fluorescence; cells loaded with 200 µM oleic acid. inhibition, % at 12.5 µM. hit rate 0.66% among 230,000. AID 651582;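 active = pattern-corrected inhibition of lipid staining of at least 50% with the nuclear-stain viability signal not falling by more than 50%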;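 also: 0% = DMSO wells and 100% = triacsin C control wells; some results filed as inactive read as strong as hits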
H9c2 TAG inh DAPI viability: also measured in H9c2 TAG inh; calls as there; DAPI nuclei signal change (viability), lower = more cytotoxic, %;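 whole-well DAPI fluorescence read on a plate reader as a viability signal; minus 50 percent equals half of cells still viable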
The depositor's hits bear a star. Not all compounds are listed; count on the stated rates, not on these rows.

SMILES	H9c2 TAG inh	H9c2 TAG inh DAPI viability
CC(C)CC(c1nnnn1CC1CCCO1)N1CCN(C2CCCC2)CC1 (stereo not given)	0.7	-2.7
Cn1c(N)c(Sc2ccc(F)cc2)c(=O)n(C)c1=O	-3.5	-8.1
CC1CN(CC(=O)NN=C(c2ccccc2)c2ccccc2)CC(C)O1 (stereo not given)	-5.2	-5.4
O=S(=O)(NCc1ccccn1)C(F)(F)F	4.6	6.9
COc1ccc(S(=O)(=O)n2nc(OC(=O)C3CCCCC3)cc2N)cc1	3.2	-5.4
Cc1ccccc1C(=O)c1c[nH]c(C(=O)N=CN(C)C)c1	1.0	10.3
OCc1ccccc1-c1cccc2nccn12	13.7	8.5
O=C(NCC1COc2ccccc2O1)C1CCN(S(=O)(=O)c2cccc3nsnc23)CC1 (stereo not given)	31.7	-15.9
O=C(c1ccccc1)C1CCN(C(=O)c2ccco2)CC1	-12.8	8.0
CC(C)Oc1ccc(C(=O)OCC(=O)NCCNC(=O)COC(=O)c2ccc(OC(C)C)cc2)cc1	11.7	1.4
COc1ccc(C(=O)N2CCOCC2)cc1Br	-9.5	-5.9
COc1ccc(NS(=O)(=O)c2cc(C(=O)N3CCN(C/C=C/c4ccccc4)CC3)ccc2C)cc1	12.9	-0.2
CO/N=C/C(C#N)=C/c1ccc(OC)cc1	-6.9	-3.6
O=C(Cn1c(S(=O)(=O)Cc2ccccc2)nc2ccccc21)N1CCCCC1	5.6	-7.6
CC1CCN(C(=O)COC(=O)c2ccc(=O)n(Cc3ccccc3)n2)CC1	-13.8	1.8
O=C1NC(=S)SC1=Cc1ccc2c(c1)OCO2	-4.3	12.2
COc1cc(-c2cnc3c(NC=O)cc(-c4cccc(C(F)(F)F)c4)cn23)cc(OC)c1OC	28.4	-31.0
CN1CCc2c(sc(/N=C/c3cc(Cl)ccc3O)c2C#N)C1	13.6	-4.8
CCCC(=O)OCC(=O)Nc1ccc2c(c1)OCO2	-4.3	1.7
Cc1cc(C(=O)NCC(=O)OC(C(=O)Nc2cc(C(F)(F)F)ccc2Cl)c2ccccc2)ccc1[N+](=O)[O-] (stereo not given)	-11.8	-7.0

Four structures already listed, arranged by length of the SMILES, smallest number first:
SMILES	H9c2 TAG inh	H9c2 TAG inh DAPI viability
COc1ccc(C(=O)N2CCOCC2)cc1Br	-9.5	-5.9
CO/N=C/C(C#N)=C/c1ccc(OC)cc1	-6.9	-3.6
CCCC(=O)OCC(=O)Nc1ccc2c(c1)OCO2	-4.3	1.7
CC1CCN(C(=O)COC(=O)c2ccc(=O)n(Cc3ccccc3)n2)CC1	-13.8	1.8

Carrying on:
SMILES	H9c2 TAG inh	H9c2 TAG inh DAPI viability
CC(C)C(=O)Nc1nnc(Cc2c[nH]c3ccccc23)s1	-3.5	0.0
O=C(O)c1ccc(S(=O)(=O)NN=Cc2c[nH]c3ccccc23)cc1	-6.7	-11.2
CS(=O)(=O)Nc1ccccc1C(=O)c1ccccc1	-15.0	6.1
Cc1c(NC(=O)CSc2nnc(-c3ccncc3)o2)c(=O)n(-c2ccccc2)n1C	0.4	-2.6
Cc1cn(CC(=O)NCc2ccc3c(c2)OCO3)c(=O)[nH]c1=O	1.4	-2.8
O=C(Nc1ccc(F)c(Cl)c1)c1cc(C2CCCCN2C(=O)c2ccccc2)on1 (stereo not given)	0.0	5.1
Cc1ccc(CN(Cc2ccc(C)o2)C(=S)NCC(=O)O)cc1	-6.1	9.8
COc1cc(NC(=S)NC2CC(C)(C)NC(C)(C)C2)cc(OC)c1	3.6	0.3
O=c1/c(=C/c2ccc(O)cc2)sc2n1CCCN=2	7.2	0.8
CC1C(=O)N(Cc2cn(CCC3OCCCO3)nn2)CCS(=O)(=O)N1Cc1ccc(-c2ccncc2)cc1 (stereo not given)	3.7	4.9
CC1SCC(=NOCc2ccccc2)CS1 (stereo not given)	-9.2	3.2
CCN1CCN(c2ccc(NC(=O)c3cccc(OCc4ccccc4)c3)cc2)CC1	35.4	11.9
c1ccc(Cn2c(SCCN3CCOCC3)nnc2-c2cccnc2)cc1	-4.1	3.7
CCN(CC)CCCNC(=O)Cn1ncn2cccc2c1=O	8.9	4.3
Cn1c(=O)oc2cc(S(=O)(=O)N3CCC(C(=O)NCc4ccccc4)CC3)ccc21	10.6	-4.2
CC(C)NC(=O)N(C)C[C@H]1OCCCC[C@H](C)Oc2ccc(NS(=O)(=O)c3ccccc3)cc2C(=O)N([C@H](C)CO)C[C@H]1C	12.1	-2.4
COc1ccc(OC)c(NC(=O)CCC(=O)N(Cc2ccc(OC)c(OC)c2)c2nccs2)c1	10.2	-19.7
C/C(=N\NC(=O)c1ccc(N)cc1)C1CC1	4.4	3.1
Cc1oc(-c2cc(F)ccc2F)nc1CN1CCN(C)C(=O)[C@@H]1C	-3.9	4.8
Cc1ccc2c(c1)cc(CN(Cc1ccc3c(c1)OCO3)S(=O)(=O)c1ccccc1)c1nnnn12	12.4	-10.5
COc1cc2ccccc2cc1C(=O)N1CCN(C(C)=O)CC1	-7.1	-0.2
Cc1ccc(N2C(=O)C3C=NNC3C2=O)cc1 (stereo not given)	-2.1	6.5
Cc1csc(NC(=O)Cn2cnnn2)n1	32.2	-12.4
Cc1cccc(Cc2nnc(CCC(=O)N(C)Cc3ccncc3C)o2)c1	-3.2	2.3
COC(=O)c1ccc2c(=O)sc(N3CCC(C(N)=O)CC3)nc2c1	-36.8	1.3
COc1ccccc1N1C(=O)c2ccccc2NC1c1ccncc1 (stereo not given)	0.7	-7.9
Cc1cc(C(=O)N2CCOCC2)ccc1[N+](=O)[O-]	-3.5	1.9
COC(=O)CNC(=O)COc1ccccc1	-13.5	-11.1
O=C1CN(C(=O)OCc2ccccc2)c2ccccc2N1	1.0	-3.6
COc1ccc(-c2cc(C(=O)N3CCCCC3)c3ccccc3n2)cc1	-7.8	55.3
C/C=C/C(=O)OCc1csc(CC(=O)Nc2ccccc2C)n1	0.2	-1.9
COc1ccc(/C=C(\C#N)C(=O)OCC(=O)NCc2ccco2)cc1	-13.1	-13.3
CCN(C[C@H]1N[C@@](CC)(C(=O)OC)[C@H]2C(=O)N(C)C(=O)[C@@H]12)C(=O)COc1ccccc1	-7.2	10.6
COc1ccccc1NC1=C(C)C(=O)CC1	5.1	11.0
CCC(=O)Oc1ccc2c(C)cc(=O)oc2c1C	-14.1	17.0
Cc1cccc(C(=O)OCC(=O)N(C)CC(=O)Nc2ccc(Cl)c(C(F)(F)F)c2)c1	-10.4	-2.4
Cc1cc2c(c(=O)n1C)C(C(C)C)C(C#N)=C(N)O2 (stereo not given)	-15.1	8.0
Cc1ccc(CCNC(=O)Cc2ccc(NC3=NC4CS(=O)(=O)CC4S3)cc2)cc1 (stereo not given)	7.2	2.2
CC(=O)OCC1OC(n2ncc(=O)n(Cc3ccccc3)c2=O)C(OC(C)=O)C1OC(C)=O (stereo not given)	-7.5	7.2
CSc1ccc(/C=N/Nc2ccc(Cl)c(C(=O)O)c2)cc1	-3.1	3.8
CN(C(=O)c1cc([N+](=O)[O-])ccc1N1CCCC1)C1CCCCC1	2.6	4.5
O=C(NC1CCCCC1)Sc1ccc(Cl)cc1	-13.3	-9.8
N#CC(c1ccc(O)cc1)N1CCCCC1 (stereo not given)	-8.9	-11.8
CC(C)(C)OC(=O)[C@H](CCCCN)NC(=O)c1nc[nH]c1C(=O)N[C@@H](CCCCN)C(=O)OC(C)(C)C	1.5	3.7
O=S(=O)(c1ccccc1)c1nc(-c2cccs2)oc1NCC1CCCO1 (stereo not given)	-10.4	7.8
COc1ccccc1NC(=S)NC1CC2CCC1C2 (stereo not given)	-6.5	10.0
CC1CN(C(=O)c2cc(-c3ccncc3)nc3ccccc23)CC(C)O1 (stereo not given)	-6.7	-1.4
CN1CC[C@@H]2C(=O)N3CCc4ccc(-c5ccc6c(c5)OCO6)cc4[C@@H]3C[C@@H]21	2.4	8.4
O=S(=O)(Nc1ccc(Cl)nn1)c1ccccc1	-7.6	-1.9
Cn1c(SCc2c(Cl)cccc2Cl)nnc1-c1ccc2nonc2c1	5.3	-3.8

New compounds follow.
SMILES	H9c2 TAG inh	H9c2 TAG inh DAPI viability
CN(C)c1cccc(C(=O)OCc2cc(=O)oc3cc(O)ccc23)c1	17.8	1.5
COc1cc(NC(=S)NNC(=O)C(C)(C)O)cc(OC)c1	14.9	-15.8
Cc1cc(C)c(C#N)c(SCc2ccccc2C(=O)O)n1	6.8	7.6
Cn1c(N/N=C/c2cccs2)nc2c1c(=O)n(Cc1ccccc1)c(=O)n2C	13.5	0.1
O=C(NCCOCCOCCNC(=O)c1ccccc1)c1ccccc1	-8.8	-9.4
CC1(C)CC2CC(C)(CN2S(=O)(=O)c2cccc(C(=O)OCC(N)=O)c2)C1 (stereo not given)	-8.6	-1.4
COc1ccc(-c2nc(C)sc2CC(=O)O)cc1OC	-0.7	7.8
COc1cccc(NC(=O)COC(=O)CCS(=O)(=O)c2ccc(C)cc2)c1	2.2	4.1
O=C(NCc1cccnc1)c1cn(CCc2ccccc2)nn1	6.6	4.1
CCC(=O)N1CCC1(C)C(=O)Nc1ccc2scnc2c1 (stereo not given)	1.7	-3.6
CC(C)N(Cc1ccccc1)C(=O)c1ccc2c(c1)OCO2	0.8	0.4
Cc1ccccc1N(CC(=O)N1CCOCC1)S(C)(=O)=O	1.6	-12.0
O=C(c1cccc(C(F)(F)F)c1)C1CCCN(C(=O)CCc2cnccn2)C1 (stereo not given)	-16.8	-2.2
CN(C(=O)CSc1nnc(-c2ccccc2F)o1)c1ccccc1	-7.0	4.9
Cc1ccc(NS(=O)(=O)c2ccc3c(c2)NC(=O)C(C)C(=O)N3)c(Br)c1 (stereo not given)	-12.0	-5.1
OCc1ccc(-c2nn(Cc3ccccc3)c3ccccc23)o1	-38.0	14.9
CC(=O)Nc1ccc2c(c1)C(=O)c1cccc(C(=O)O)c1-2	-2.8	5.3
CCN1CCN(C(=O)/C=C/c2ccc([N+](=O)[O-])cc2)CC1	-11.5	5.0
CCOC(=O)c1ccc(NC(=O)CC2OCCN(CC)C2=O)cc1 (stereo not given)	-8.9	1.7
CC(=O)c1ccc(OCc2cc(C(=O)NC3CCCCC3)no2)cc1	-9.2	-0.9
CCCc1cc(C(=O)Nc2ccc(C(=O)c3ccccc3)cc2)n(C)n1	-17.7	-2.6
Nc1nc(SCC(=O)NC2CCCCC2)n[nH]1	2.5	8.5
Cc1ccc(/C=C2/SC(=S)N(CCCC(=O)Nc3cc([N+](=O)[O-])ccc3O)C2=O)cc1	10.6	-0.1
Cc1ccc(S(=O)(=O)NC(=NC(C)C)c2ccccc2)cc1	-6.0	5.9
NNC(=O)CNC(c1ccccc1)c1cc(Br)ccc1N (stereo not given)	-2.7	0.7
CN(C)c1ccc(/C=C/C(=O)c2cccnc2)cc1	2.2	4.8
COc1ccc(C(C)=O)cc1COC(=O)CCNS(=O)(=O)c1ccc(C)c(C)c1	-3.9	0.4
Cc1ccc(OCC(=O)NC2CCS(=O)(=O)C2)c([N+](=O)[O-])n1 (stereo not given)	5.7	-4.5
Cc1ccc(NS(=O)(=O)c2cc([N+](=O)[O-])ccc2N/N=C/c2sc(N3CCOCC3)nc2-c2ccccc2)c(C)c1	56.2	-53.2
CCOC(=O)c1oc2ccccc2c1COC(=O)CNC(=O)c1ccccc1OC	19.6	-12.4
C=Cc1ccc(CSc2cc(C)nc3nc(C)nn23)cc1	-15.2	3.4
C=CCNc1nc(N)c(C(=O)c2ccc3c(c2)OCO3)s1	-10.1	0.0
COc1ccc(CCNC(=O)c2cn3ccc(C)cc3n2)cc1OC	-15.5	6.0
CCc1nc(C)cn1S(=O)(=O)c1cc(OC)c(C)cc1C	-5.0	-1.3
COc1ccc(OC)c(S(=O)(=O)N2CCC(C(=O)N(C)Cc3ccccc3)CC2)c1	-42.1	-9.4
O=c1[nH]c2ccccc2cc1-c1nnn(-c2ccc(Cl)c(Cl)c2)n1	-7.6	-3.3
O=C(CCNC(=O)c1ccccc1)NCC1CCCCC1	-5.8	-5.6
CC(=O)c1ccc(OC(=O)CCNC(=O)c2ccccc2)cc1	1.8	-5.0
CC(C)CCn1c(CN2CCN(c3cccc(Cl)c3)CC2)nc2c1c(=O)n(C)c(=O)n2C	6.4	-5.4
O=C(NCc1ccco1)c1ccc(Cl)nc1	10.7	4.2

Of the compounds above, 7 have two or more sulfur atoms.
SMILES	H9c2 TAG inh	H9c2 TAG inh DAPI viability
O=C(NCC1COc2ccccc2O1)C1CCN(S(=O)(=O)c2cccc3nsnc23)CC1 (stereo not given)	31.7	-15.9
O=C1NC(=S)SC1=Cc1ccc2c(c1)OCO2	-4.3	12.2
CC1SCC(=NOCc2ccccc2)CS1 (stereo not given)	-9.2	3.2
Cc1ccc(CCNC(=O)Cc2ccc(NC3=NC4CS(=O)(=O)CC4S3)cc2)cc1 (stereo not given)	7.2	2.2
O=S(=O)(c1ccccc1)c1nc(-c2cccs2)oc1NCC1CCCO1 (stereo not given)	-10.4	7.8
Cc1ccc(/C=C2/SC(=S)N(CCCC(=O)Nc3cc([N+](=O)[O-])ccc3O)C2=O)cc1	10.6	-0.1
Cc1ccc(NS(=O)(=O)c2cc([N+](=O)[O-])ccc2N/N=C/c2sc(N3CCOCC3)nc2-c2ccccc2)c(C)c1	56.2	-53.2

(listing goes on)
SMILES	H9c2 TAG inh	H9c2 TAG inh DAPI viability
CCOC(=O)N/N=C/c1cn(Cc2ccc(F)cc2)c2ccccc12	-2.7	-19.3
CCn1c(NCc2cccc(OC)c2OC)nc2ccccc21	3.8	10.1
COc1ccc(C(=O)NCC(=O)N2CC=C(c3ccccc3)CC2)cc1OC	1.5	-0.8
O=C(NC1CC1)C1=C[C@H](C2CCCCC2)C[C@H](OCCCCO)O1	-18.9	3.1
CCCS(=O)(=O)N1CCCC(C(=O)NC2CCCCC2)C1 (stereo not given)	14.6	0.5
O=C(COC(=O)CCc1c[nH]c2ccccc12)Nc1ccccc1C(F)(F)F	-10.3	3.2
Cc1ccc(CSc2nnc(-c3ccccn3)n2N)cc1	6.5	-0.6
COc1ccc2nnc(-c3ccc(C(F)(F)F)cc3)n2n1	8.3	6.4

Compound activity from PubChem.
